Screening data from PubChem BioAssay.
IDE cell inh – cellular human IDE inhibition; inhibition, % at 5.59 µM; 320,000 compounds, 0.41% hits; HEK cells, FAbetaB cleavage, fluorescence polarization;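 active means percent inhibition above the average of all tested compounds plus 3 SD, set per screening campaign, cut at about 16% in these data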;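 further: IDE supplied by intact live HEK cells; FP after avidin binding of uncleaved biotin substrate so inhibition keeps polarization high; 0% = DMSO wells and 100% = 60 µM reference IDE inhibitor Ii1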
Target sequence (P14735 whole entry, looked up): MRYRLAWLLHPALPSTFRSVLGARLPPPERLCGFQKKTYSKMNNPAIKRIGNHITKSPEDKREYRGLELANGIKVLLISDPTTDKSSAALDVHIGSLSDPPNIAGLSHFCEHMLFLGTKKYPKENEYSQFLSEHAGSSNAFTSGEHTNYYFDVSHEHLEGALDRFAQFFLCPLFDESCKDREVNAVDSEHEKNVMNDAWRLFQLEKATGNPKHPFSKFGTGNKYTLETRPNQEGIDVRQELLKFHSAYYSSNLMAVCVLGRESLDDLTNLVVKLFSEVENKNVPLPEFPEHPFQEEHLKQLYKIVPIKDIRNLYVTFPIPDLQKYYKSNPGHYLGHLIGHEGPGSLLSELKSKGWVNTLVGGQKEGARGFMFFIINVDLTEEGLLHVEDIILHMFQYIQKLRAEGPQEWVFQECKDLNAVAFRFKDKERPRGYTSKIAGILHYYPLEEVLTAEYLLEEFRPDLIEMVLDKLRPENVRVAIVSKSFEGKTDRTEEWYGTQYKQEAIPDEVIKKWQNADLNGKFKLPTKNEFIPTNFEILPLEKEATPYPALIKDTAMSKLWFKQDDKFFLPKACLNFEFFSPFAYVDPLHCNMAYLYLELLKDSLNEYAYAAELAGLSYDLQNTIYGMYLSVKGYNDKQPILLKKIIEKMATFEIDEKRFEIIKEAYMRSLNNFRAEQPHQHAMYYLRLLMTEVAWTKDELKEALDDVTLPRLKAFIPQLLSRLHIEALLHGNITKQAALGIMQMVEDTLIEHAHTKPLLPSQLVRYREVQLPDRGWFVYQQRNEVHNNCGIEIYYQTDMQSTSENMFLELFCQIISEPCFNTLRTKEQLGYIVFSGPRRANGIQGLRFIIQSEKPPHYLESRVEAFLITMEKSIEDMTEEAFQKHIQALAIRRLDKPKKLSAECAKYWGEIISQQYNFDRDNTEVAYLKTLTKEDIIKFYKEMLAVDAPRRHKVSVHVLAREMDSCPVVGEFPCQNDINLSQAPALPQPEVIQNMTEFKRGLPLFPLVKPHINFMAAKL
IDE act – IDE (human) activation, cell-based. P14735. HEK cells, FAbeta-B cleavage, fluorescence polarization; 0% vehicle, 100% cell-free pure enzyme wells. activation, % at 5.96 µM. 340,000 compounds, 0.073% hits;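 active means activation above the mean of all tested compounds plus 3 SD, set per screening campaign, cut at about 17% in these data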
Active calls of the source: *. The list is partial; count on the stated rates, not on these rows.

smiles,IDE cell inh,IDE act
O=C1NC(O)(c2ccccc2)Oc2ccccc21 (stereo unspecified),6,1
COc1ccc(OC)c(C(=O)COC(=O)COc2ccccc2)c1,6,3
CC(=O)c1ccc(S(=O)(=O)NCCC(=O)NC2CCN(Cc3ccccc3)CC2)cc1,4,3
CCOc1ccccc1OCCCC(=O)N1CCN(S(=O)(=O)c2ccc(Cl)cc2)CC1,-4,-6
COc1cc(C=NNC(=O)c2ccccc2NS(=O)(=O)c2cccs2)cc(OC)c1O,-1,5
COc1ccc(OC)c(C=NNC(=O)c2ccccc2NS(=O)(=O)c2cccs2)c1,-3,0
Cc1ccc(S(=O)(=O)N2CCN(C(=O)COC(=O)CCCOc3ccccc3)CC2)c(C)c1,-7,4
CC1CCCCC1NC(=O)c1cc(S(=O)(=O)N2CCCCC2)ccc1N1CCOCC1 (stereo unspecified),0,7
COc1ccc(C(=O)COC(=O)c2cnc(C)cn2)cc1OC,0,8
CCCc1nnc(NC(=O)c2ccc(S(=O)(=O)N(C)c3ccccc3OC)cc2)s1,2,6
CC1CN(S(=O)(=O)c2cc(C(=O)NC(C)c3cccnc3)ccc2Cl)CC(C)O1 (stereo unspecified),-1,5
Cc1cc(=O)[nH]c2sc(C(=O)N3c4ccccc4CC3C)c(N)c12 (stereo unspecified),2,-1
CCOc1ccccc1N1CCN(C(=O)c2cc(S(=O)(=O)N3CCCCC3)ccc2C)CC1,-5,6
O=C(Nc1cc(S(=O)(=O)Nc2ccccc2Cl)ccc1O)c1ccc(F)cc1F,12,-3
C=CCOc1ccc(/C=C/C(=O)OCC(=O)NCc2cccs2)cc1,-6,-2
COC(=O)c1sc(S(=O)(=O)N2CCCCC2C)c(C(=O)OC)c1C (stereo unspecified),-1,7
CC1(C)Cc2cccc(OCC(=O)N3CCN(c4cccc(Cl)c4)CC3)c2O1,0,-1
C=C[C@@H]1c2ccccc2N(S(=O)(=O)c2ccc(C)cc2)[C@H](c2ccccc2C(F)(F)F)C1(C#N)C#N,-3,3
CN(C(=O)Cn1nnc(-c2ccc(F)cc2)n1)C1CCS(=O)(=O)C1 (stereo unspecified),-2,-1
C=CCNc1nc(C(=O)OCC(=O)Nc2cc(S(C)(=O)=O)ccc2Cl)cs1,4,-5
COc1ccccc1CNC(=O)COC(=O)c1ccccn1,-11,2
COc1ccccc1NC(=O)c1ccc(NC(=O)CSc2nc(N)cc(=O)[nH]2)cc1,1,0
CC[C@@H]1C=C(C(=O)O)[C@H](c2ccc(Br)cc2)N1S(=O)(=O)c1ccc(C)cc1,2,4
CC(Oc1ccc(F)cc1)C(=O)Nc1nc(-c2ccccn2)cs1 (stereo unspecified),6,15
CCCCn1c(N)c(N(CC(C)C)C(=O)CSCc2ccc(Cl)c(Cl)c2)c(=O)[nH]c1=O,-3,5
CN1C(=O)c2ccc(Oc3ccccc3)cc2C1=O,3,-5
Cc1ccc(CNC(=O)CSc2nc3ccccc3c(=O)n2CC2CCCO2)cc1 (stereo unspecified),0,-1
CCOC(=O)[C@@H]1[C@H]2COc3cc(OC)ccc3[C@H]2N2C(=O)N(c3ccccc3)C(=O)[C@]12C,-2,13
CC(=O)C[C@H]1c2cc(C(F)(F)F)ccc2S(=O)(=O)N1C1CCCCC1,2,-1
Cc1ccc(S(=O)(=O)N(C)C)cc1NC(=O)COC(=O)CNC(=O)c1cccs1,0,5
Cc1cn(-c2cccnc2)c(C)c1CNC[C@H]1O[C@@H](n2cnc3c(N)ncnc32)[C@H](O)[C@@H]1O,2,4
CC[C@@]12C(=O)N(c3ccccc3)C(=O)N1[C@H](c1ccc(Br)cc1)[C@@H]1C(=O)N(C(C)(C)C)C(=O)[C@@H]12,-6,5
COc1cc(CC(=O)OCC(=O)NC2CCCCCC2)cc(OC)c1OC,4,2
COc1cccc(C2=CC(=O)CCC2)c1,-1,-2
CC(NC(=O)c1ccco1)C(=O)N1CC=C(c2ccccc2)CC1 (stereo unspecified),2,-4
O=C(COC(=O)CSc1ccc([N+](=O)[O-])cc1)NCc1ccco1,5,2
Cc1ccc(C(=O)NNC(=O)c2ccccc2O)cc1S(=O)(=O)N1CCCCC1,2,7
CCOc1ccc(OCC)c(NC(=O)C2CCCN(C(=O)c3ccc(Cl)cc3)C2)c1 (stereo unspecified),0,4
O=C(CN1C(=O)NC2(CCc3ccccc32)C1=O)NCc1ccc(Cl)cc1 (stereo unspecified),1,6
COc1ccccc1CNC(=O)COC(=O)Cc1ccc(Br)cc1,5,-5
CCCCCc1nnc(NC(=O)c2ccc3nc[nH]c3c2)s1,0,2
C[C@H](CO)N1C[C@H](C)[C@@H](CN(C)C(=O)Nc2ccccc2)Oc2c(NS(=O)(=O)c3ccc(F)cc3)cccc2C1=O,1,4
COc1ccc(NC(=O)COC(=O)Cn2cnc3ccccc32)cc1,0,-1
COc1ccc(-c2nc3ccc(Cl)cn3c2NC2CCCCC2)cc1SC1CCCCC1,3,0
O=C(Nc1cccc(C(F)(F)F)c1)OCc1ccncc1,12,3
Cc1ccc(OCCC(=O)OCC(=O)c2ccc3c(c2)NC(=O)CO3)cc1,-2,-2
O=C(COC(=O)c1ccc(O)cc1)Nc1ccc(S(=O)(=O)N2CCOCC2)cc1,4,3
COc1ccccc1C(=O)NCC(=O)OCC(=O)Nc1nnc(-c2ccccc2)o1,0,3

A stretch of the results above, for reference:
smiles,IDE cell inh,IDE act
O=C(Nc1cccc(C(F)(F)F)c1)OCc1ccncc1,12,3
Cc1ccc(OCCC(=O)OCC(=O)c2ccc3c(c2)NC(=O)CO3)cc1,-2,-2
O=C(COC(=O)c1ccc(O)cc1)Nc1ccc(S(=O)(=O)N2CCOCC2)cc1,4,3
COc1ccccc1C(=O)NCC(=O)OCC(=O)Nc1nnc(-c2ccccc2)o1,0,3

New compounds follow
smiles,IDE cell inh,IDE act
Cc1cc(C)c(NC(=O)CNC(=O)CN(C)Cc2ccc(Br)s2)c(C)c1,1,1
Cn1c(SCC(=O)c2ccc(F)cc2)ncc(C(=O)Nc2ccccc2)c1=O,1,0
CNC(=O)c1ccc(NC(=O)C2CCN(S(=O)(=O)c3cccc(C(F)(F)F)c3)CC2)cc1,-1,1
CC(=O)Nc1cccc(C(=O)OCC(=O)c2ccc(S(=O)(=O)N3CCCCC3)cc2)c1,5,1
COC(=O)c1c(C)[nH]c(C(=O)C(C)OC(=O)C2CC2)c1C (stereo unspecified),-4,2
CCCCN(C(=O)c1ccc(N2CCCC2=O)cc1)c1c(N)n(CC(C)C)c(=O)[nH]c1=O,0,0
CCCCCCSc1ccc([C@@H]2[C@@H]3C(=O)N(C)C(=O)[C@@H]3[C@]3(C(=O)OC)CCCCN23)cc1OC,-1,5
CC1CCC(C#N)(N(C)C(=O)CSc2nnc(C3CC3)n2C2CC2)CC1 (stereo unspecified),0,1
COc1ccc(C(=O)COC(=O)c2ccc(-n3cnnn3)cc2)c(OC)c1,-5,-1
O=S(=O)(NCCCN1CCOCC1)c1ccc(F)c(Cl)c1,3,3
COc1cc(C#N)ccc1OCC(=O)NCCC1=CCCCC1,0,2
O=[N+]([O-])c1ccc(CNCc2cc(Cl)ccc2O)cc1,1,1
O=S(=O)(/N=C(/Nc1cccnc1Cl)c1ccccc1)c1ccccc1,-3,1
COc1ccc(N(C=O)C(C(=O)Nc2c(C)cccc2C)c2ccccc2)cc1 (stereo unspecified),3,3
CCOc1ccc(NC(=O)CSc2nnc(C3CC3)n2C)cc1S(=O)(=O)N1CCCCC1,1,2
CSc1ccc(/C=C/C(=O)OCC(=O)NC2CCS(=O)(=O)C2)cc1 (stereo unspecified),5,-4
CC(C)(C)OC(=O)NCCCCCNC(=O)c1nc[nH]c1C(=O)N1CCN(C(=O)OC(C)(C)C)CC1,-4,-3
CCN(CC(=O)NCc1ccc(F)cc1)C(=O)COc1ccccc1[N+](=O)[O-],1,1
CC1(C)O[C@@H]2[C@H](O1)[C@@H](COS(=O)(=O)O)O[C@H]2n1ccc(=O)[nH]c1=O,-2,0
Cc1ccc(NC(=O)c2cnc(SCC(=O)c3ccccc3)n(C)c2=O)cc1,-9,5
O=C(C[C@@H]1C/C=C\C[C@H](NC(=O)OCC2c3ccccc3-c3ccccc32)C(=O)OC[C@@H]2CCCN2C1=O)N[C@H](CO)Cc1ccccc1,4,-1
CC1CN(S(=O)(=O)c2cccc(C(=O)N=c3sccn3C)c2)CC(C)O1 (stereo unspecified),-5,1
Cc1ccccc1NC(=O)COC(=O)CCc1c[nH]c2ccccc12,-3,3
COc1ccc(Cl)cc1NC(=O)CN(C)C(=O)CN1C(=O)NC(C)(C)C1=O,-1,6
O=C(Cc1ccc(F)cc1)Nc1ccc(S(=O)(=O)N2CCCC2)cc1,1,0
COc1ccc(OC)c(NC(=O)CN2C(=O)C(=O)N(Cc3ccccc3)C2=O)c1,7,5
CCc1cccc(C)c1NC(=O)CCN1C(=O)NC(C)(C)C1=O,-3,5
CCOC(=O)c1c(NC(=O)c2cccs2)sc(C(=O)N2CCOCC2)c1C,-2,8
COc1ccc(CNC(=O)[C@@H]2CC=C[C@@H]3CCN(C4CC4)C(=O)[C@@H]32)cc1,0,0
CC(C)(C)NC[C@@H](O)COc1cccc2c1CCCC2=O,0,6
CCc1ccccc1OCC(=O)Nc1ccc(C)c(S(=O)(=O)N2CCCCCC2)c1,-4,1
CN(C(=O)COC(=O)/C=C/c1ccc(C(F)(F)F)cc1)c1c(N)n(Cc2ccccc2)c(=O)[nH]c1=O,7,1
Cc1cn([C@H](C(=O)NCCCCCCCCCCC(=O)N2CCNCC2)[C@@H](C)O)nn1,-1,3
Cc1ccc2nc(SCC(=O)NC3CCS(=O)(=O)C3)[nH]c2c1 (stereo unspecified),0,-3
COc1ccc2c(c1)OC[C@H]1[C@H]2N2C(=O)CN(C)C(=O)[C@@]2(C)[C@H]1c1ccccc1,10,2
O=C(CNC(=O)c1ccccc1Br)NCCSc1ccc(Br)cc1,9,-1

Entries shown so far that contain a nitro group on carbon, in the order listed:
smiles,IDE cell inh,IDE act
O=C(COC(=O)CSc1ccc([N+](=O)[O-])cc1)NCc1ccco1,5,2
O=[N+]([O-])c1ccc(CNCc2cc(Cl)ccc2O)cc1,1,1
CCN(CC(=O)NCc1ccc(F)cc1)C(=O)COc1ccccc1[N+](=O)[O-],1,1

New compounds follow
smiles,IDE cell inh,IDE act
O=C(COc1cc(F)ccc1[N+](=O)[O-])NCCN1C(=O)CSC1=O,3,1
O=S(=O)(c1ccc2ccccc2c1)N1CCN(S(=O)(=O)c2c(F)cccc2F)CC1,0,-2
Cc1noc(C)c1C(=O)NC(Cc1c[nH]c2ccccc12)C(=O)O (stereo unspecified),0,-2
COc1ccc(C2=Nn3c(nnc3-c3ccccc3OC)SC2)cc1OC1CCCC1,4,3
COc1ccc(NC(=O)CSc2nc3ccccc3c(=O)n2CCCO)cn1,-2,2
COc1ccccc1C(=O)Nc1ccc(OCC(=O)N2CCCCC2)cc1,8,-5
COc1ccc(-c2cc(C(=O)OCC(=O)N3CCOCC3)c3ccccc3n2)cc1,0,4
CC(=O)Nc1ccc(S(=O)(=O)Nc2ccc(N3CCCCC3)cc2)cc1,-4,6
COc1ccc(-c2csc(NCCc3nc4cc(Cl)c(N5CCCCC5)cc4n3CCOCCO)n2)cc1,7,2
CCOc1ccc(NC(=O)CN(C)C(=O)Cc2n[nH]c(=O)c3ccccc23)cc1OCC,-2,3
O=C(Nc1cccc(S(=O)(=O)N2CCOCC2)c1)c1cc([N+](=O)[O-])ccc1N1CCOCC1,7,4
O=C(CSc1nc2cc(Cl)ccc2o1)NC1CC1,0,6
CCCCN(C(=O)C(C)N1C(=O)c2ccccc2C1=O)c1c(N)n(CC(C)C)c(=O)[nH]c1=O (stereo unspecified),-2,-1
CC(C)(C)c1cc(-c2nc(N)nc(N)n2)c(O)c(C(C)(C)C)c1,-7,16
Cc1ccc(S(=O)(=O)CCC(=O)OCc2cc(C)ccc2C)cc1,1,3
CCOc1ncccc1C(=O)OCC(=O)Nc1cccc(S(=O)(=O)N2CCCCCC2)c1,-1,3
O=C(C1COc2ccccc2O1)N1CCN(c2ccc([N+](=O)[O-])cc2)CC1 (stereo unspecified),-2,-1
CSCCC(NS(=O)(=O)c1ccc(C)cc1C)C(=O)Nc1cccnc1 (stereo unspecified),2,-2
COCCNC(=S)Nc1ccc(N2CCOCC2)c(S(=O)(=O)Nc2ccccc2OC)c1,1,4
COc1ccc(CCNC(=O)COC(=O)C2CC2C)cc1 (stereo unspecified),2,3
COc1ccc(N2CCN(C(=O)CN3C(=O)NC4(CCCCCC4)C3=O)CC2)cc1,0,5
Cc1c(C(=O)OCC(=O)NCc2ccccc2)oc2ccccc12,-4,3
COc1ccc(-c2sc3cc(OC)c(OC)cc3c2C#CC2(O)CCCCC2)cc1,-1,9
Cc1ccc(NC(=O)c2ccc(=O)[nH]n2)cc1S(=O)(=O)Nc1ccccc1Cl,3,1
COc1ccc(N(C)S(=O)(=O)c2cccc(C(=O)NCc3ccc(C)cc3)c2)cc1,9,6
O=C(Nc1cccc(-c2ccc(N3CCCCC3)nn2)c1)c1ccc(Br)o1,3,-2
CC(Nc1nc(-c2ccc(F)cc2)cs1)c1nc2cc(C(F)(F)F)ccc2n1CCCO (stereo unspecified),2,-1
CS(=O)(=O)c1ccccc1-c1nnc(NC(=O)c2ccc3ncsc3c2)o1,2,2
